Screening data (PubChem)
esBAF inh – Bmi1 luciferase reporter increase in mESCs, primary screen, esBAF inhibitor project, mouse ES cells, Bmi1 luciferase knock-in, single point; 24 h; 100% = twice the neutral-well signal; reporter increase, % at 12.5 µM; 350,000 tested, 2% active; in the data active = activation above about 40%;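 note: 0% = median of the plate's neutral control wells and 100% = double that signal; a rise in the Bmi1 reporter signal indicates esBAF inhibition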
SIRT5 block – SIRT5 desuccinylase inhibitors, primary screen, biochemical, fluorescence imaging, single point, set 5; 330,000 tested, 1.1% active; inhibition, % at 15 µM; AID 652115, 2013; Purified SirT5, succinyl-peptide AMC, trypsin-coupled fluorescence; NAD-dependent protein deacylase sirtuin-5, mitochondrial (Homo sapiens), Q9NXA8; in the data active = inhibition above about 15%
Target sequence (Q9NXA8 whole entry, looked up): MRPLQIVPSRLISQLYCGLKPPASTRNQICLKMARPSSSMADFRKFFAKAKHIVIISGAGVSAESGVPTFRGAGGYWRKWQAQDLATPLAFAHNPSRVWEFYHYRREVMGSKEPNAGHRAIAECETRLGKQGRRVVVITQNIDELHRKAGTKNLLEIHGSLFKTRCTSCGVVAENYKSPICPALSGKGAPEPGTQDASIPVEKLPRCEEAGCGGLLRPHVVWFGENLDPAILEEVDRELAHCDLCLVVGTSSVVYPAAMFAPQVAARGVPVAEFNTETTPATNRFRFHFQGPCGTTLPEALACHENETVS
S100A4 inh HTS – inhibitors of S100A4-myosin IIA peptide binding, primary screen, biochemical, fluorescence polarization, TAMRA-MyoIIA peptide | Protein S100-A4 (Homo sapiens), P26447 | inhibition, % at 10.7 µM | 360,000 tested, 0.14% active;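 active = mean inhibition of at least 70% across replicates, with every replicate also reaching that level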
Target sequence (P26447 whole entry, looked up): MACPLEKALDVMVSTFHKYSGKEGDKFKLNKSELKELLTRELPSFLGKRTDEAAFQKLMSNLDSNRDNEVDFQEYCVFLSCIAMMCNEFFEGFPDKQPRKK
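incubation = readout 5 min after mixing, signal stable up to 60 min | system = S100A4 monomer protein | buffer or medium = HEPES pH 7.2 with CaCl2, KCl, NaCl, DTT, Triton | benchmarks = neutral control DMSO, positive control TFP | also added = fluorescent myosin IIA peptide, 5 nM | compound dosing = one concentration per compound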
FN deposition inh – inhibitors of fibronectin matrix deposition, primary screen, AH1F cells, Alexa488-fibronectin fluorescence, plate reader. inhibition, % at 12.6 µM. 350,000 tested, 0.086% active. AH1F fibroblasts, overnight;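 active = mean inhibition across replicates of 30% or more, regardless of how many single replicates reach that level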;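 note: positive control wells lacked labelled fibronectin entirely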
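Assay system: AH1F fibroblasts assembling fluorescent fibronectin matrix; Amount: 10000 AH1F cells per well; Buffer or medium: DMEM, 2% serum; Probe or stimulus: Alexa488-fibronectin, 24 nM final in well; Doses: single compound dose, delivered by pin transfer; Incubation: 1 h adhesion, overnight exposure; Measured by: fluorescence 485/525 nm; Read-out: fibronectin deposition inhibition.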
Casp6 inh – human caspase-6 inhibitors, primary screen, biochemical, VEID-R110 fluorescence, single point, set 2. P55212. purified caspase-6, Z-VEID-R110 cleavage fluorescence. inhibition, % at 12.5 µM. 350,000 tested, 0.53% active;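 active = mean inhibition across replicates at least about 35%, with every replicate also reaching that limit, limit read from the data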;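 note: 0% = median of neutral control wells and 100% = no fluorescence left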
Target sequence (P55212 24-179 limits assumed): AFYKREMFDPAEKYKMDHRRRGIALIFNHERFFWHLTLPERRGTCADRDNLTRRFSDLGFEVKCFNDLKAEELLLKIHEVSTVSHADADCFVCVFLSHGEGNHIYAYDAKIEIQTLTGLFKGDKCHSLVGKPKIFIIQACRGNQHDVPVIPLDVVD
Target sequence (P55212 194-293 limits assumed): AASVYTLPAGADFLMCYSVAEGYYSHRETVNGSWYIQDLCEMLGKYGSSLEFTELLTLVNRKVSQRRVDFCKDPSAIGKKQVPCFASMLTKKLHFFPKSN
LGR2 antag – inhibitors of bursicon-induced LGR2 CRE-luciferase signal, primary screen, cell-based, HEK293, CRE-luciferase reporter, bursicon stimulation | inhibition, % at 9.99 µM | bursicon-stimulated, 4 h | AID 720647, 2013 | 380,000 tested, 0.35% active | Drosophila bursicon receptor LGR2 (rickets);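 active = drop in luminescence signal, shown as inhibition above about 50% in the replicate tests, limit read from the data, passing the limit was not always enough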;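 note: agonist challenge used bursicon conditioned medium at about half maximal strength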
C2C12 statin – suppressors of statin myotoxicity in C2C12 myotubes, primary screen, cell-based, single point, plate reader; C2C12 myotubes + simvastatin, ATP luminescence, 48 h; scaled: DMSO 0, geranylgeraniol control 100; rescue of ATP level, % at 7.49 µM; 330,000 tested, 0.78% active;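 active = mean ATP rescue above about 67%, or every replicate alone reaching that limit, limit read from the data, passing the limit was not always enough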;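 note: myotubes were challenged with 10 µM simvastatin during compound exposure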
* marks the source's active call; other numbers are inactive results; . = not tested or not shown; & = joins results of further samples.

1	CN1CCN(C(=O)C[C@@H]2CC[C@H]3[C@@H](COC[C@H](O)CN3CC3CCCCC3)O2)CC1
2	CCOC(=O)C1=C(CS(=O)(=O)c2ccc(F)cc2)NC(=O)NC1c1cc(OC)c(O)c(OC)c1 (configuration not stated)
3	CO[C@H]1CN(C)C(=O)c2cc(NC(=O)Nc3c(C)noc3C)ccc2OC[C@H](C)N(C)C[C@H]1C
4	O=C(c1ccc2c3c(cccc13)CC2)C1CCCN(C(=O)c2cc[n+]([O-])cc2)C1 (configuration not stated)
5	O=C(c1ccc(Br)o1)N(c1ccc(Br)cc1)C1C=CS(=O)(=O)C1 (configuration not stated)
6	CC(=O)c1cccc(NC(=S)N2CCN(CCN3C(=O)c4cccc5cccc(c45)C3=O)CC2)c1
7	CCCCCn1c(=O)[nH]c2cc(C(=O)NCCCN(CC)CC)ccc2c1=O
8	Cc1ccc(NC(=S)Nc2cccnc2)c(S(=O)(=O)N2CCCCC2)c1
9	COc1ccc2[nH]c3c(c2c1)CCN1C(=O)C(CC(=O)NCCCN(C)C)C[C@H](C(=O)N(C(C)C)C(C)C)[C@@]31C (some centres not stated)
10	O=C(O)C1C2CCCCC2=C2CCCCC2C1C(=O)O (configuration not stated)
assay / compound | 1 | 2 | 3 | 4 | 5 | 6 | 7 | 8 | 9 | 10
esBAF inh | 0 | -3 | 0 | . | -6 | 0 | 1 | 11 | -4 | -3
SIRT5 block | -4 | -1 | -3 | -2 | . | -7 | . | -5 | 0 | .
S100A4 inh HTS | 3 | 1 | -1 | 1 | . | 1 | . | -5 | -8 | .
FN deposition inh | . | -6 | -3 | 1 | . | . | -12 | -7 | 0 | 2
Casp6 inh | -96 | 3 | -1 | -3 | . | 0 | . | -5 | -18 | .
LGR2 antag | . | 1 | -6 | 2 | 16 | 10 | . | 21 | 2 | .
C2C12 statin | 8 | 2 | -1 | . | -57 | 20 | -2 | 7 | 12 | 9

11	CCN(CC(=O)NCc1cccs1)C(=O)c1cccc(S(=O)(=O)Nc2ccc(F)cc2)c1
12	C[C@H]1CN([C@@H](C)CO)C(=O)Cc2cc(NC(=O)C3CCCCC3)ccc2O[C@H]1CN(C)S(C)(=O)=O
13	Oc1ccc(C23CCCC2C2(CCCC2)c2ccc(O)cc2O3)c(O)c1 (configuration not stated)
14	Cc1ccccc1NC(=O)C1c2ccccc2Oc2ccccc21
15	Cc1ccccc1-c1ccc(C2[C@@H]3CN(C(=O)C4CCOCC4)C[C@H]2N3)cc1 (some centres not stated)
16	NC(=O)c1c(NC(=O)c2ccncc2)sc2c1CCCC2
17	O=c1[nH]c(-c2ccccc2)c(-c2ccccc2)o1
18	CCc1ccccc1N(CC(=O)N1CCc2ccccc2C1)S(C)(=O)=O
19	C[C@H](NC(=O)c1ccccc1)C(=O)OCC(=O)Nc1ccc(Cl)cn1
20	CC(C)(C)NC(=O)COc1ccc(CNn2nnnc2N)cc1
assay / compound | 11 | 12 | 13 | 14 | 15 | 16 | 17 | 18 | 19 | 20
esBAF inh | 5 | -4 | 0 | -8 | . | . | -4 | 0 | -5 | -1
SIRT5 block | 3 | 1 | 5 | 1 | -2&0 | -6 | -2 | 0 | -4 | .
S100A4 inh HTS | 0 | -35 | 2 | -6 | 5&1 | 2 | 3 | -1 | -2 | .
FN deposition inh | -11 | . | 11 | -4 | -8&4 | 3 | -9 | -2 | -3 | -3
Casp6 inh | 4 | 1 | 12 | -1 | 1&1 | 14 | 0 | -2 | 0 | .
LGR2 antag | -7 | 6 | 7 | -15 | -23&-1 | -32 | 14 | . | 0 | .
C2C12 statin | -6 | -8 | 62 | . | . | . | 7 | 10 | 8 | -15

21	COc1cccc(S(=O)(=O)N[C@@H]2C=C[C@@H](CC(=O)NCc3ccc(Cl)cc3)O[C@@H]2CO)c1
22	O=C(NCC1CCN(Cc2ccccc2Cl)CC1)Nc1ccccc1F
23	CCOc1ccc(-n2c(=O)c3c4c(sc3n(CC(=O)NCC3CCCO3)c2=O)CCC4)cc1 (configuration not stated)
24	CC(C)NC(=O)c1ccc(Cl)cc1Cl
25	Cc1ccncc1CNC(=O)c1ccccc1
26	O=C(N/N=C/c1ccc([N+](=O)[O-])o1)C(=O)Nc1ccc(C(=O)O)cc1
27	CCOC(=O)c1nnn(CC(=O)NC(=O)Nc2cccc(CC)c2)c1C(=O)OCC
28	COc1ccc(S(=O)(=O)N(C)C[C@H]2Oc3ccc(NS(C)(=O)=O)cc3CC(=O)N([C@@H](C)CO)C[C@@H]2C)cc1
29	O=C(C[C@H]1CC[C@H](NC(=O)Cc2cccnc2)[C@@H](CO)O1)NCc1ccc2c(c1)OCO2
30	CN(C)S(=O)(=O)c1ccc(Cl)c(NC(=O)COC(=O)/C=C/c2ccc(S(=O)(=O)N3CCOCC3)cc2)c1
assay / compound | 21 | 22 | 23 | 24 | 25 | 26 | 27 | 28 | 29 | 30
esBAF inh | -1 | -7 | -7 | 1 | 2 | -6 | -8 | -1 | 1 | .
SIRT5 block | -3 | -5 | -2 | -9 | 2 | 3 | -2 | 2 | 1 | .
S100A4 inh HTS | 3 | -8 | 3 | -1 | -2 | 0 | 10 | 5 | 11 | -3
FN deposition inh | . | 4 | 6 | . | -2 | -2 | 6 | . | -8 | 3
Casp6 inh | 7 | -4 | 5 | -3 | 1 | 7 | 2 | 1 | 0 | -2
LGR2 antag | 5 | 3 | 8 | 19 | 15 | -13 | 0 | 24 | 9 | .
C2C12 statin | -1 | -5 | -4 | 4 | 3 | 7 | -4 | -26 | -14 | .

Structural class, the entries above with an NH in an aromatic ring
7	CCCCCn1c(=O)[nH]c2cc(C(=O)NCCCN(CC)CC)ccc2c1=O
9	COc1ccc2[nH]c3c(c2c1)CCN1C(=O)C(CC(=O)NCCCN(C)C)C[C@H](C(=O)N(C(C)C)C(C)C)[C@@]31C (some centres not stated)
17	O=c1[nH]c(-c2ccccc2)c(-c2ccccc2)o1
assay / compound | 7 | 9 | 17
esBAF inh | 1 | -4 | -4
SIRT5 block | . | 0 | -2
S100A4 inh HTS | . | -8 | 3
FN deposition inh | -12 | 0 | -9
Casp6 inh | . | -18 | 0
LGR2 antag | . | 2 | 14
C2C12 statin | -2 | 12 | 7

Next structures
31	C[C@H](NC(=O)C[C@@H]1C=C[C@H](NC(=O)C2CCC2)[C@H](CO)O1)c1ccccc1
32	O=C(CSc1nnnn1-c1ccc(O)cc1)c1ccc(F)cc1
33	NC(=O)c1ccc(NC(=O)COC(=O)c2cc3ccccc3cc2O)cc1
34	COC(=O)C1(Cc2ccc(O)c(CC3OC3(C)C)c2)OC(=O)C(O)=C1c1ccc(O)cc1 (configuration not stated)
35	CC(=O)N1CCN(C2=NC(=O)/C(=C/c3ccc(OS(=O)(=O)c4ccccc4)cc3)S2)CC1
36	CCOC(=O)c1c(NC(=O)C2CCCCC2C(=O)O)sc2c1CCCCC2 (configuration not stated)
37	Cc1cc(C)cc(NC(=O)c2ccc(CNc3c(N4CCOCC4)c(=O)c3=O)cc2)c1
38	COc1ccc(O)c(/C=N/NC(=O)c2cc(=O)[nH]c3ccccc23)c1
39	C[C@H]1CCCCO[C@@H](CN(C)C(=O)NC2CCCCC2)[C@@H](C)CN([C@@H](C)CO)C(=O)c2cc(NC(=O)Nc3ccc(C(F)(F)F)cc3)ccc2O1
40	Cc1ccc2c(c1)c(CC(=O)Nc1ccc(C)c(F)c1)c(C(=O)O)n2C
assay / compound | 31 | 32 | 33 | 34 | 35 | 36 | 37 | 38 | 39 | 40
esBAF inh | 2 | . | 3 | 12 | . | . | -3 | 5 | -6 | -1
SIRT5 block | 5 | -4 | -3 | 1 | 5 | 2 | 2 | 5 | -6 | 1
S100A4 inh HTS | -76 | -6 | 19 | -5 | -11 | 1 | 58 | 6 | 24 | 0
FN deposition inh | -11 | 3 | 7 | . | 5 | -4 | -9 | 11 | . | .
Casp6 inh | 0 | -2 | -2 | 9 | -1 | 6 | 1 | -9 | -2 | 2
LGR2 antag | -8 | -6 | -1 | . | 19 | 32 | 8 | 7 | 20 | 2
C2C12 statin | 9 | . | 2 | 1 | . | . | 4 | -2 | . | 3

41	FC(F)Oc1ccc(N=C2SCC3CCCCN23)cc1 (configuration not stated)
42	CCOC(=O)c1c(C)[nH]c(C)c1S(=O)(=O)N(C)CC(=O)Nc1ccccc1C
43	CCN(c1ccccc1)S(=O)(=O)c1cc2c3c(c1)CCN3C(=O)CC2
44	C[C@H]1CN([C@@H](C)CO)C(=O)c2c(c3ccccc3n2C)-c2ccccc2CO[C@H]1CN(C)C(=O)c1ccccc1
45	CCCCOCCCNC(=O)C[C@H]1C[C@@]2(C(=O)OC)C(=C[C@H](C(C)(C)C)O[C@@H]2C)N(Cc2ccc3c(c2)OCO3)C1=O
46	COc1cccc(S(=O)(=O)N[C@H]2CC[C@H](CC(=O)NCc3ccc(Cl)cc3)O[C@H]2CO)c1
47	CCCNC(=O)C1(O)c2cc(Br)ccc2NC(=O)N1c1ccc(Cl)cc1 (configuration not stated)
48	Oc1cccc2ccc[n+](CC(O)Cn3c4ccccc4c4ccccc43)c12 (configuration not stated)
49	C[C@H](CO)N1C[C@H](C)[C@H](CN(C)C(=O)C2CC2)Oc2ncc(/C=C/c3ccccc3)cc2C1=O
50	C[C@@H]1CN([C@H](C)CO)C(=O)c2cc(N(C)C)ccc2O[C@@H]1CN(C)S(=O)(=O)c1ccccc1
assay / compound | 41 | 42 | 43 | 44 | 45 | 46 | 47 | 48 | 49 | 50
esBAF inh | 75* | -3 | -10 | -4 | . | 11 | -5 | -2 | . | 0
SIRT5 block | 0 | 0 | -2 | -2 | . | 3 | -1 | . | . | 2
S100A4 inh HTS | -10 | -7 | -3 | -2 | 0 | 15 | 2 | . | . | 6
FN deposition inh | 1 | -3 | -7 | 11 | -2 | 4 | 1 | -1 | -2 | .
Casp6 inh | -1 | -4 | -2 | 0 | -2 | -1 | 2 | . | . | -3
LGR2 antag | -80 | 42 | -12 | 17 | 16 | 10 | 8 | 8 | 33 | 15
C2C12 statin | 0 | 4 | 14 | -14 | . | 1 | -4 | -13 | 0 | -11

A draw from above in order of number of heavy atoms, smallest number first.
50	C[C@@H]1CN([C@H](C)CO)C(=O)c2cc(N(C)C)ccc2O[C@@H]1CN(C)S(=O)(=O)c1ccccc1
44	C[C@H]1CN([C@@H](C)CO)C(=O)c2c(c3ccccc3n2C)-c2ccccc2CO[C@H]1CN(C)C(=O)c1ccccc1
45	CCCCOCCCNC(=O)C[C@H]1C[C@@]2(C(=O)OC)C(=C[C@H](C(C)(C)C)O[C@@H]2C)N(Cc2ccc3c(c2)OCO3)C1=O
assay / compound | 50 | 44 | 45
esBAF inh | 0 | -4 | .
SIRT5 block | 2 | -2 | .
S100A4 inh HTS | 6 | -2 | 0
FN deposition inh | . | 11 | -2
Casp6 inh | -3 | 0 | -2
LGR2 antag | 15 | 17 | 16
C2C12 statin | -11 | -14 | .

Continued:
51	O=C(COc1ccccc1)NN1C(=O)CSC1=S
52	Cc1ccc(S(=O)(=O)CC(=O)N2CCN(c3ccc([N+](=O)[O-])cc3)CC2)cc1
53	O=C(CCC(=O)N(c1ccc(F)cc1)C(C(=O)NC1CCCC1)c1ccncc1)Nc1cccnc1 (configuration not stated)
54	CCOc1ccc(C(c2c(NC(=O)c3ccccc3)sc(C)c2C)N2CCN(C)CC2)cc1 (configuration not stated)
55	CC(C)NC(=O)N1[C@H](CNC(=O)CN(C)C)[C@@H](c2ccccc2)[C@@H]1CO
assay / compound | 51 | 52 | 53 | 54 | 55
esBAF inh | . | . | -5 | . | -2
SIRT5 block | . | 1 | . | -1 | -9
S100A4 inh HTS | -7 | 4 | . | 1 | -7
FN deposition inh | -1 | 5 | 3 | 7 | -11
Casp6 inh | 6 | 3 | . | 0 | -6
LGR2 antag | -10 | 3 | . | . | -8
C2C12 statin | . | 5 | 4 | . | -7

This is a subset (hit frequency here may not be typical).
